Screening data (PubChem BioAssay)
Tb MetRS inh: blocks T. brucei methionyl-tRNA synthetase activity | actives 0.4% (n = 360,000) | AID 624268 | inhibition, % at 11.9 µM | purified T. brucei MetRS, ATP depletion, Kinase-Glo luminescence;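 active means inhibition above a per-plate cutoff of the control wells' mean inhibition plus 3 SD, cut at about 5.5% in these data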;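 further: 0% = DMSO wells median and 100% = median of wells with control inhibitor compound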
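Assay system: T. brucei methionyl-tRNA synthetase, purified | Medium: HEPES buffer with MgCl2, KCl, DTT, spermine, BSA, pyrophosphatase | Compound: 11.9 µM single point | Incubation: 15 min enzyme-compound preincubation, 2 h reaction, 10 min detection, 25 °C | Measured by: Kinase-Glo luciferase luminescence reporting remaining unconsumed ATP | Measure: % inhibition normalized to control-well medians | Replication: Singlicate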
CSN inh: inhibitors of human CSN-mediated cullin deneddylation | Q92905 | Purified CSN, SCF-Nedd8-OG deneddylation, fluorescence polarization | inhibition, % at 12.5 µM | actives 0.38% (n = 360,000) | AID 651999;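 active means pattern-corrected inhibition above about 35%, with an unprinted fluorescence ratio check between 0.5 and 1.5, limit read from the data, passing the limit was not always enough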;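 further: 0% = enzyme with substrate and 100% = substrate without enzyme; some results filed as inactive read as strong as hits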
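Detection – fluorescence polarization · System – HEK293T-derived human Csn5 enzyme · Controls – substrate-only high control, full reaction low control · Timing – 90 min, room temperature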
Rpn11 block: Rpn11 (human) deubiquitinase inhibition; O00487; human 26S proteasome, Ub4-pepOG fluorescence polarization; 20S core pre-blocked with epoxomicin; calls only at 20 µM; actives 0.59% (n = 360,000); AID 588493;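 active means inhibition at 20 µM, scaled to each plate's controls, above about 33%, limit read from the data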
Scp-1 inhibitor: inhibitors of human Scp-1 phosphatase; Q9GZU7; Recombinant Scp1, phosphopeptide, malachite green phosphate absorbance; inhibition, % at 20 µM; actives 0.88% (n = 340,000); AID 493091;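 active means inhibition above about 50% at 20 µM, limit read from the data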;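 further: plate controls were DMSO wells with enzyme for no effect and wells lacking enzyme for full effect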
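Incubation: 45 min enzyme reaction at room temperature / System: truncated SCP-1 phosphatase (76-261aa) / Reagent: Phospho 17-mer peptide substrate / Buffer or medium: Acidic Tris acetate buffer with magnesium and detergent / Signal: absorbance at 630 nm / Doses: one concentration, 20 µM, with 1.0% DMSO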
NadD inh: inhibitors of Staphylococcus aureus NadD. actives 0.78% (n = 360,000). inhibition, % at 20 µM. purified NadD enzyme, colorimetric absorbance read-out; in the data active means inhibition above about 26%; further: some compounds past the cut are filed as inactive
DNMT1 inh: blocks human DNA methyltransferase DNMT1 | P26358 | actives 0.83% (n = 360,000) | inhibition (reported as % activation of signal), % at 10 µM | DNMT1 molecular beacon, Hinp1I cleavage, fluorescence; in the data active means inhibition above about 50%
Target sequence (P26358 504-1616 limits assumed): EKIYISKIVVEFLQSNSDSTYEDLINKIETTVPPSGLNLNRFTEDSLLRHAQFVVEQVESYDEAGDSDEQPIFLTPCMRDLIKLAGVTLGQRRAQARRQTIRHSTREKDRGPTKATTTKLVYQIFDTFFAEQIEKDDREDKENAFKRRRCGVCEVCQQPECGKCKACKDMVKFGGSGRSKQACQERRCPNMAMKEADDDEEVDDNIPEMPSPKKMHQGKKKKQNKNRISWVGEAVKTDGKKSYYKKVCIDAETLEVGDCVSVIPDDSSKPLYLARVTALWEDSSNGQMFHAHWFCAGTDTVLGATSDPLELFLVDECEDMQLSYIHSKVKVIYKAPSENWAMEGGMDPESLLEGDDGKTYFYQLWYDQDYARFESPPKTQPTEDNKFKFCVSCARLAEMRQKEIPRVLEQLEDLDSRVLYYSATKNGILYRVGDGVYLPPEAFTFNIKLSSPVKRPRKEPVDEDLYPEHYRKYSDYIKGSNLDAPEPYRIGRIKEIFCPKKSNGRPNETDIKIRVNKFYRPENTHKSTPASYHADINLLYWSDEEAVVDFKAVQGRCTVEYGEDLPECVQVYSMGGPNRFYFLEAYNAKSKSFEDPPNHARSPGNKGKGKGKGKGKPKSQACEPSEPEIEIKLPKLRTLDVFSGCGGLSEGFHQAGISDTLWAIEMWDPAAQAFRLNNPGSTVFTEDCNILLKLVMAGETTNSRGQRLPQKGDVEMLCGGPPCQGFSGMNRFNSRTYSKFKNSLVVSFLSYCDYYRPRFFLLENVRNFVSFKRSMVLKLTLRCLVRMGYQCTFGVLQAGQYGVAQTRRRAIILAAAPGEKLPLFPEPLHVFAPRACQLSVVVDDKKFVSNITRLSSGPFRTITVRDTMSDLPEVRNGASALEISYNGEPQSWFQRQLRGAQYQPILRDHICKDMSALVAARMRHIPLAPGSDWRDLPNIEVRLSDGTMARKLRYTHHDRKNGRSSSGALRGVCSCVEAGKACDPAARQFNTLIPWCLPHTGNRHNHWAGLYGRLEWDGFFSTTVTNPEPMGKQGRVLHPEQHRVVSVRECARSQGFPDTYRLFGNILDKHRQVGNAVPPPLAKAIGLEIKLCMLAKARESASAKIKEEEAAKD
SUMO1-SIM PPI: SUMO1-SIM interaction modulation; SUMO1 binding to a labelled peptide, TR-FRET, 1 h; AID 602429; P63165; inhibition, % at 20 µM; actives 0.33% (n = 360,000); in the data active means inhibition above about 37%
LMPTP block: LMPTP (human) inhibition; recombinant LMPTP-A, OMFP fluorogenic substrate, fluorescence intensity; inhibition, % at 20 µM; actives 0.22% (n = 360,000); P24666; AID 651560;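 active means compounds that cut the enzyme signal by at least half of the control window in the single-dose screen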;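 further: plate controls were DMSO wells with enzyme plus substrate for no effect and substrate without enzyme for full effect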
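Buffer or medium: Bis-Tris pH 6.0, DTT, detergent; Assay system: LMPTP-A enzyme; Quantity: 0.625 nM enzyme; Detection: endpoint fluorescence intensity; Times: 50 min dark incubation at room temperature; Controls: substrate-only low control, DMSO enzyme-plus-substrate high control; Doses: single 20 µM dose; Read-out: percent inhibition versus substrate-only and uninhibited controls; Reagent: 400 µM OMFP.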
MsrA inhibitor: bovine MsrA inhibition; purified bovine MsrA, absorbance read-out; inhibition, % at 15.5 µM; actives 0.75% (n = 360,000); in the data active means inhibition above about 4.5%;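 further: 0% = vehicle wells with enzyme and 100% = reference inhibitor wells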
STEP block: inhibitors of human striatal-enriched phosphatase STEP; recombinant STEP, OMFP fluorogenic substrate, fluorescence; actives 0.25% (n = 360,000); inhibition, % at 20 µM;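 active means inhibition at 20 µM, scaled per plate between control wells, above about 37%, limit read from the data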;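 further: 0% = DMSO with enzyme and substrate and 100% = substrate only without enzyme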
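System: STEP (striatal-enriched tyrosine phosphatase) enzyme, cell-free; medium: Bis-Tris pH 6.0 buffer with DTT, detergent; dosing: 20 µM, 1% DMSO; times: reaction 20 min, ambient temperature; detection: fluorescence, 480/540 nm; read-out basis: normalized % inhibition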
Active calls of the source: *; i = inactive; . = no result given.

SMILES	Tb MetRS inh	CSN inh	Rpn11 block	Scp-1 inhibitor	NadD inh	DNMT1 inh	SUMO1-SIM PPI	LMPTP block	MsrA inhibitor	STEP block
Fc1ccc(/C=N/NC(=S)Nc2ccc(Cl)cc2)cc1F	-0.3	-0.5	i	-7.6	-2.7	2.4	4.1	0.0	1.5	3.2
Cc1cc(/C(=N/O)C(C)(C)NO)ccc1Cl	-0.9	7.7	i	-4.6	4.9	-0.8	2.0	-0.5	-0.7	-0.3
CC(=O)n1c2c(c3ccccc31)OC(N)=C(C#N)C2c1ccc(C(C)C)cc1 (centres undefined)	-0.2	9.0	i	-8.0	6.3	-10.0	-11.3	1.8	0.2	-0.6
Cn1cccc1CC(=O)N/N=C/c1ccc([N+](=O)[O-])cc1	-0.5	2.2	i	-0.4	-0.1	-8.5	-29.3	2.4	2.0	0.4
CCCNC(=O)c1ccc2c(=O)n3c(-c4ccc(C)cc4)csc3nc2c1	-0.4	6.8	i	4.9	3.4	53.4*	-19.5	-1.7	-0.2	1.1
COc1cccc(NC(=O)CN(C)C(=O)c2cc(S(=O)(=O)N3CCCCC3)ccc2Cl)c1	-0.2	1.4	i	-6.8	-1.9	-0.7	3.7	0.7	-0.4	2.9
CC1(C)CC(=O)C(C2C3=C(CC(C)(C)CC3=O)Oc3ccccc32)C(=O)C1 (centres undefined)	-0.3	-1.9	i	-4.3	-5.5	-0.1	3.3	-0.5	1.2	-3.0
Nc1cc(OC(=O)c2c(F)cccc2Cl)nn1S(=O)(=O)c1ccccc1	-0.5	4.3	i	-8.5	-9.5	7.8	-13.7	0.3	0.8	-3.0
COCCN1C[C@@H](CO)O[C@@H](n2cnc3c(NCc4ccncc4)ncnc32)C1	0.0	-0.1	i	.	-2.5	2.7	-2.4	-1.0	0.5	2.5
CCOC(=O)CNS(=O)(=O)c1ccc(S(=O)(=O)N2CCCC2)cc1	-0.6	5.8	i	-10.7	-2.8	1.6	7.3	-1.5	0.0	-0.8
COc1ccc(-c2csc(=Nc3ccccc3)n2CCO)cc1	0.1	-0.9	i	-7.4	-8.2	-5.6	0.7	0.7	0.4	-0.5
Cc1ccc(C)c(C(=O)COC(=O)C(C)N2C(=O)C3C4CCC(C4)C3C2=O)c1 (centres undefined)	-0.4	-3.0	i	-5.0	-8.2	3.4	-2.4	-0.6	-1.0	-0.4
COC1OC(c2ccccc2)=C(c2cnc(N)nc2)c2ccc(F)cc21 (centres undefined)	-0.5	-4.6	.	.	-2.7	.	-2.6	-1.0	-0.1	.
Cc1noc(C)c1S(=O)(=O)Nc1ccc2c(c1)C(=O)N([C@@H](C)CO)C[C@@H](C)[C@@H](CN(C)CC1CCCCC1)OCCCC[C@@H](C)O2	0.6	-6.3	i	.	-2.3	12.4	0.2	-0.8	-0.5	-0.3
O=C(CS(=O)(=O)c1cn(Cc2ccc(Cl)cc2)c2ccccc12)N1CCCC1	1.0	0.9	i	2.4	-0.7	-3.6	2.1	0.3	1.1	4.6
CCOc1cc(CNc2cccc3ccccc23)cc(Br)c1OCC(=O)NC(C)(C)C	-0.2	-1.4	i	-3.0	6.8	-15.0	-0.7	7.5	.	0.2
O=C(Nc1ccccc1F)Nc1ccccc1OC(F)F	-0.8	-2.1	i	-1.4	-5.6	0.1	-1.1	0.2	1.8	2.7
COc1ccccc1-c1noc(CSc2nc(C)cc(=O)[nH]2)n1	-0.8	2.3	i	0.9	4.4	2.4	5.1	-0.7	-0.5	3.1
CCOC(=O)N1CCN(C(=O)/C(=C/c2ccc(OC)c(OC)c2)NC(=O)c2ccccc2)CC1	-1.0	0.2	i	-3.3	-0.1	11.6	-2.7	0.3	1.8	2.4
Cc1ccccc1NS(=O)(=O)c1ccc2c(c1)NC(=O)CCS2	0.9	1.1	i	30.2	-7.3	0.1	-3.6	-0.2	1.1	-3.0
Cc1ccc(S(=O)(=O)CCC(=O)OCC(=O)Nc2cc(S(=O)(=O)N3CCOCC3)ccc2C)cc1	-0.2	-0.1	i	-6.8	0.1	0.2	0.8	-0.3	0.3	1.3
CCc1nc(-c2ccccc2O)n(-c2ccccc2)n1	-0.7	-10.2	i	-3.6	1.0	1.9	3.7	-2.3	0.1	0.5
Cc1ccc(/C(O)=C2\C(=O)C(=O)N(C)C2c2ccccc2[N+](=O)[O-])cc1 (centres undefined)	-1.0	0.0	i	-12.3	-1.0	-2.0	-4.0	-1.6	2.2	-0.2
Cc1cc(OCCCC(=O)NCCc2ccccn2)ccc1Cl	-0.1	1.8	i	9.2	0.8	-0.1	15.9	-1.0	1.0	-0.2
CC1=CCC2C(=O)N(c3ccc(N4CCOCC4)cc3)C(=O)C2C1 (centres undefined)	1.6	3.9	i	-12.8	-4.6	6.7	5.9	-1.1	0.0	-1.0
CCCCC1CC2=C(C(=O)OC(C)(C)O2)C(c2ccc(F)cc2)O1 (centres undefined)	-0.6	1.1	i	.	-0.9	-2.3	4.1	-0.4	0.1	-1.8
COc1ccc(C2(c3ccc(OC)cc3)NC(=O)N(CC(=O)Nc3ccc(OC(F)F)cc3)C2=O)cc1	-0.2	2.1	i	-12.0	-2.7	-21.5	0.7	5.2	1.2	-3.2
CN(c1cccc(NC(=O)Nc2ccc(Cl)cc2)c1)S(C)(=O)=O	1.7	-11.9	i	-13.0	-12.3	-12.6	-0.1	-0.6	-0.5	-2.3
CCN(CC)C(=O)CSc1nnc(-c2cnccn2)n1-c1ccccc1	-0.8	-4.4	i	-17.3	-0.4	-3.0	-4.4	-1.2	-0.4	2.6
CCCc1cc(-c2nc(N)ncc2-c2csc(C)n2)c(O)cc1OC	-0.5	-3.5	i	-2.8	0.9	-12.4	1.8	0.7	1.8	-1.7
CC(C)C(=O)Nc1cccc(NC(=O)c2ccc([N+](=O)[O-])cc2Cl)c1	0.3	-9.8	i	-5.2	-0.3	13.2	-8.9	-1.5	-0.8	-1.0
O=C1CSc2ccc(S(=O)(=O)NCc3ccccc3Cl)cc2N1	1.0	-0.5	i	-9.1	-2.4	1.1	5.5	0.4	-0.7	-4.2
O=C(Nc1ccc(Cl)c(C(F)(F)F)c1)NC1CC2CCCC(C1)N2C1CC1 (centres undefined)	-2.7	6.6	i	-2.2	-8.4	-1.8	2.3	-1.6	-1.7	5.0
COc1cc(/C=N\Nc2nncn2N)ccc1OC(C)=O	-2.2	0.3	i	6.0	0.9	0.4	-0.5	-0.7	0.0	-4.8
Cc1ccc2c(c1)N(Cc1ccccc1)C(=O)C(C)S2 (centres undefined)	0.2	-3.5	i	.	-2.8	7.2	-2.3	-0.3	-0.4	-2.0
O=C(CN1CCN(c2ccccc2)CC1)N1CCc2[nH]c3ccccc3c2C1	0.9	-0.4	i	-2.2	0.7	-3.8	-1.5	0.9	-1.4	1.5

Single entries from the results shown:
For STEP block, O=C(Nc1ccc(Cl)c(C(F)(F)F)c1)NC1CC2CCCC(C1)N2C1CC1 (centres undefined) is entered as 5.0
For SUMO1-SIM PPI, CCN(CC)C(=O)CSc1nnc(-c2cnccn2)n1-c1ccccc1 is entered as -4.4
For NadD inh, CC1=CCC2C(=O)N(c3ccc(N4CCOCC4)cc3)C(=O)C2C1 (centres undefined) is entered as -4.6

Next part
SMILES	Tb MetRS inh	CSN inh	Rpn11 block	Scp-1 inhibitor	NadD inh	DNMT1 inh	SUMO1-SIM PPI	LMPTP block	MsrA inhibitor	STEP block
Cn1c(CCNC(=O)c2ccco2)nc2cc(NC(=O)NC3CCCCC3)ccc21	-1.6	0.5	i	-0.7	0.0	5.8	1.5	-0.4	0.7	1.5
Cc1cc(C)cc(OCC(=O)N/N=C/c2ccc([N+](=O)[O-])o2)c1	0.0	7.9	i	-8.6	6.3	0.0	-26.4	1.5	1.6	-0.3
COCCNC(=O)c1cc(-c2ccccc2)nn1CC1CC(c2cccc([N+](=O)[O-])c2)=NO1 (centres undefined)	-0.4	-2.6	i	-8.5	-5.8	-1.6	-26.1	-1.2	-0.5	-3.2
COc1ccc(CCN(CC(=O)NC2CCCC2)C(=O)Cn2nnc(-c3ccc(C)o3)n2)cc1OC	0.0	-4.1	i	-5.0	1.4	-1.2	0.9	-0.5	1.3	1.3
N#CCCn1c(=S)[nH]c2ccccc21	-1.7	0.6	i	-5.5	2.6	4.1	2.3	-2.1	-0.6	3.5
COCCNc1cc(C)c(C#N)c2nc3ccccc3n12	-0.6	26.6	i	-2.2	1.8	8.6	1.8	0.5	1.5	-0.2
CCN(CC)CCNCC(O)(c1ccc(Cl)cc1)c1ccc(Cl)cc1	-1.2	1.0	i	-3.1	-11.6	-4.6	-2.8	0.4	0.0	0.1
CCOC(=O)c1cc(NC(=O)N(CC)CC)c(C)nc1C	-0.4	0.4	i	-0.3	-6.7	0.9	-1.2	-1.2	-0.3	-1.8
COc1ccc(-c2cc3c(=O)n(CC(=O)Nc4ccc(Cl)cc4)ncn3n2)cc1	-0.3	-3.5	i	-5.2	8.3	44.5	-1.0	3.1	-0.8	4.0
O=c1nc2ccc(Cl)cn2c2ccc(S(=O)(=O)N3CCOCC3)cc12	0.8	3.3	i	-1.4	-0.3	1.2	-23.8	1.4	1.0	1.6
CCOC(=O)/C(C#N)=C/c1cc2ccccc2nc1N1CCCCC1	-0.9	11.5	.	5.0	0.9	3.1	-25.0	1.8	-0.4	2.3
COCCOC(=O)c1c(C)oc2ccc(NS(=O)(=O)c3ccccc3)cc12	-0.3	5.6	i	-12.3	-8.5	-1.6	-0.9	-1.8	-0.9	1.5
C=C(C)c1cccc(C(C)(C)NC(=O)NC2CC(C)(C)NC(C)(C)C2)c1	0.6	1.6	i	1.2	0.2	-2.4	-1.1	-0.6	-0.1	-3.1
CCOC(=O)/C(C#N)=C/c1c(Oc2cccc(C)c2)nc2ccccn2c1=O	0.1	4.3	i	-13.6	-3.2	0.6	-23.2	0.1	0.2	2.1
COC(=O)c1ccc(/C=C/C(=O)OCC(=O)Nc2ncc(Cl)cc2Cl)cc1	-0.1	0.6	i	-2.2	2.2	7.1	-9.6	-0.6	-1.0	0.7
CC(C)(C)c1ccc(Nc2n[nH]c3ccccc23)cc1	-1.1	3.1	i	.	4.2	-33.3	3.3	2.2	0.3	1.0
CC1Cc2c([nH]c3ccccc23)C2c3ccccc3CN12 (centres undefined)	0.1	-0.2	i	-18.6	-2.2	9.6	-1.9	-1.2	-1.1	-0.9
